Screening results: PubChem BioAssay, several laboratories
MRP resist rev = compounds reversing MRP-mediated drug resistance. H69AR cells + 2 uM doxorubicin, CellTiter-Glo, 72 h. differential viability (reversal), % at 10 µM. 85,000 tested, 0.04% active;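 active = viability drop by adding the cancer drug above about 55%, with treated viability meeting a 40% cutoff, limit read from the data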;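 also: viability without doxorubicin minus viability with 2 µM doxorubicin for each compound; larger differential means the compound sensitizes cells more to doxorubicin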
Bcl-B displacement = displacers of TR3 peptide from Bcl-B, primary screen, selectivity assay for Bfl-1 inhibitor project, biochemical, fluorescence polarization | FP displacement of FITC-TR3 peptide from Bcl-B; higher % means a stronger effect | one-dose displacement, % at 20 µM; IC50 in µM for titrated hits | 96,000 tested, 0.11% active | AID 748;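 active = displacement above 50% at 20 µM plus a fluorescence interference ratio under 1.5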;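 also: plate controls were wells without compound for no effect and wells lacking Bcl-B protein for full effect; a part of the inactive calls stands beside numbers as strong as those of hits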
NFkB transloc pot = enhances IL-1B driven NFkB nuclear translocation. AID 819. 94,000 tested, 0.3% active. activation, % at 2 µM. HUVEC IL-1B NFkB p65 nuclear translocation imaging;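 active = activation above 40%, about the mean plus 3 SD, also judged a hit on visual image review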;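 also: percent activation is computed from the nuclear over cytoplasmic p65 intensity ratio; values of inactives mirror those of a sister screen read the other way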
PLAP inhibitors HTS = PLAP enzyme inhibitors, biochemical, luminescence, HTS (AID 690). one-dose inhibition, % at 20 µM; IC50 in µM for titrated hits. 96,000 tested, 0.08% active. purified PLAP, luminescent substrate; higher % means a stronger effect; in the data active = a potency from the dose series; inactive = the rest, 99 in 100 with inhibition below about 30%; also: strong numbers were not always called active
NFkB transloc inh = blocks IL-1B driven NFkB nuclear translocation in HUVEC cells; inhibition, % at 2 µM; HUVEC IL-1B NFkB p65 nuclear translocation imaging; 94,000 tested, 0.43% active;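 active = inhibition above about 30% together with a positive call from visual inspection of the well image, limit read from the data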;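 also: nuclear over cytoplasmic p65 intensity ratio measured by imaging; 0% = IL-1B stimulated DMSO wells and 100% = unstimulated DMSO wells; values of inactives mirror those of a sister screen read the other way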
MRP resist rev cytotoxicity = also measured in MRP resist rev; calls as there; viability, %; H69AR cells, CellTiter-Glo, 72 h; measured here: cytotoxicity without doxorubicin
MRP resist rev with doxorubicin = also measured in MRP resist rev; calls as there; viability, %; measured here: viability with 2 uM doxorubicin; stronger effect = lower value
NFkB transloc inh cell count 2 µM = recorded beside NFkB transloc inh, whose call it bears; cell count; measured here: cells passing quality filter;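 raw number of nuclei counted in each imaged well without normalization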
NFkB transloc pot cell count 2 µM = further read-out of NFkB transloc pot, marked with its call; cell count; measured here: cells passing quality filter
Active calls of the source: *; / = not tested or not shown. The list is partial (hit frequency here may not be typical).

SMILES | MRP resist rev | MRP resist rev cytotoxicity | MRP resist rev with doxorubicin | Bcl-B displacement | NFkB transloc pot | NFkB transloc pot cell count 2 µM | PLAP inhibitors HTS | NFkB transloc inh | NFkB transloc inh cell count 2 µM
CCOc1ccc(OC(=O)NC(c2ccccc2)C(Cl)(Cl)Cl)cc1 (configuration not stated) | / | / | / | -7% | 8 | 180 | -15% | -8 | 180
COc1ccc(OC)c(NC(=O)CSc2nnc(CCCO)n2-c2ccccc2)c1 | 22 | 88 | 66 | -8% | 9 | 119 | -10% | -9 | 119
CCn1c(CNC(=O)c2ccco2)nnc1SCC(=O)Nc1cc(C)c(C)cc1Br | 2 | 81 | 79 | 6% | 13 | 86 | 20% | -13 | 86
CCCN1C(=S)SC(C)(C)C1/[N+]([O-])=C/c1cccnc1 (configuration not stated) | 18 | 100 | 82 | 4% | 0 | 190 | -18% | 0 | 190
COc1cc(C2CC(C(F)(F)F)n3ncc(C(=O)O)c3N2)cc(OC)c1OC (configuration not stated) | 10 | 89 | 79 | -4% | 20 | 124 | -45% | -20 | 124
N/C(=N\OC(=O)CC1CCCCC1)c1cccnc1 | / | / | / | -2% | 0 | 124 | 0% | 0 | 124
COc1ccc(S(=O)(=O)c2c(N)n(Cc3ccco3)c3nc4ccccc4nc23)cc1 | -10 | 85 | 95 | 22% | 0 | 181 | -69% | 0 | 181
Cc1sc2nc(CN(Cc3ccccc3)C(=O)NC3CCCCC3)[nH]c(=O)c2c1C | -6 | 66 | 72 | / | 10 | 128 | / | -10 | 128
CN(Cc1ccccc1)c1nc(N)c([N+](=O)[O-])c(Nc2cccc(F)c2)n1 | 25 | 86 | 61 | -6% | -6 | 141 | 6% | 6 | 141
CCOC(=O)/C(C#N)=C/C1=C(N2CCCC2)CC(C)(C)OC1 | -14 | 60 | 74 | 7% | -5 | 121 | 16% | 5 | 121
CCN(c1ccccc1)S(=O)(=O)c1ccc(C(=O)Nc2nnc(COC)o2)cc1 | -25 | 46 | 71 | 7% | 19 | 65 | -48% | -16 | 65
CC(C(=O)NCc1ccccn1)N1C(=O)c2ccccc2C1=O (configuration not stated) | / | / | / | 5% | / | / | -6% | / | /
CC(Nc1cccc2ccccc12)C(=O)N/N=C/c1ccccn1 (configuration not stated) | -25 | 60 | 85 | 14% | 29 | 75 | -245% | -29 | 75
N#Cc1c(Oc2ccc3ccccc3c2)sc(C(=O)c2ccccc2)c1N | / | / | / | -6% | 1 | 195 | 14% | -1 | 195
CC(=O)C1=C(O)C(=O)N(CO)C1c1ccccc1F (configuration not stated) | 12 | 105 | 92 | -3% | / | / | -3% | / | /
O=C(O)c1[nH]nc2c1COc1ccccc1-2 | 17 | 102 | 85 | -7% | -12 | 143 | -29% | 12 | 143
O=C(NCCCn1ccnc1)c1ccncc1 | -7 | 86 | 93 | -8% | 8 | 102 | -6% | -8 | 102
Cc1cc(C)nc(NC(=O)Nc2ccccc2C(F)(F)F)n1 | -78 | 40 | 119 | 6% | / | / | 6% | / | /
CC(=O)Nc1ccc(S(=O)(=O)c2c(N)n(CCN3CCOCC3)c3nc4ccccc4nc23)cc1 | 11 | 93 | 82 | -10% | / | / | -67% | / | /
CN(CCCNC(=O)C1CCCN(S(=O)(=O)c2cnc[nH]2)C1)c1ccccc1 (configuration not stated) | 5 | 95 | 91 | -22% | -7 | 120 | -24% | 8 | 120
CCOC(=O)c1[nH]c(C)c(C(=O)c2ccc(C)cc2)c1C | -23 | 29 | 52 | 14% | 30 | 173 | 17% | -30 | 173
Cc1nc(CCNC(=O)Cc2ccc(F)cc2)cs1 | -4 | 99 | 103 | 5% | 4 | 217 | -12% | -4 | 217
COc1ccc2c(c1)c1ncnc(N3CCN(Cc4ccc5c(c4)OCO5)CC3)c1n2C | -5 | 28 | 32 | 7% | 6 | 106 | -64% | -6 | 106
COCCNc1ncnc2nc[nH]c12 | 10 | 112 | 102 | 25% | 3 | 121 | -4% | -3 | 121
COc1ccc(OCC(=O)Nc2cccc(OC)c2)cc1 | 2 | 95 | 93 | -6% | 7 | 160 | 3% | -7 | 160
Cc1occc1-c1nnc(SCc2nc3ccccc3c(=O)n2CC#N)n1C | -7 | 86 | 93 | 1% | / | / | -13% | / | /
O=C(N/N=C/c1c(Cl)cccc1Cl)c1cccc(F)c1 | / | / | / | 1% | -3 | 128 | 20% | 3 | 128
CCn1c(CCNC(=O)c2ccc(Cl)cc2)n[nH]c1=S | / | / | / | -4% | 22 | 173 | -23% | -22 | 173
COc1ccc(OC)c(C(=O)COC(=O)c2cc(C)oc2C)c1 | 12 | 104 | 93 | / | 2 | 148 | / | -2 | 148
CC(C)(C)NCC(=O)c1c[nH]c2ccccc12 | / | / | / | 0% | -13 | 136 | -2% | 13 | 136
Nc1cc(=O)[nH]c(SCC(=O)Nc2ccc(S(=O)(=O)N3CCOCC3)cc2)n1 | -16 | 90 | 107 | 1% | 16 | 162 | -2% | -16 | 162
CCOC(=O)COn1c(=O)c[n+]([O-])c2ccccc21 | -11 | 82 | 92 | -14% | 0 | 130 | 10% | 0 | 130
CCOC(=O)C1CCCN(C(=O)CCNS(=O)(=O)c2ccc3c(c2)CCC(=O)N3)C1 (configuration not stated) | 1 | 88 | 87 | -2% | -3 | 159 | 3% | 3 | 159
COCCN(C(=O)c1csnn1)C(C(=O)NC1CCCCC1)c1sccc1C (configuration not stated) | 1 | 91 | 90 | 2% | 2 | 154 | -43% | -2 | 154
CSc1ncccc1C(=O)OCC(=O)NC(N)=O | / | / | / | 8% | 17 | 164 | -5% | -17 | 164
NC(=O)CSc1nc(N)c2c3c(sc2n1)CCCCC3 | 21 | 94 | 73 | -3% | / | / | 7% | / | /
O=S(=O)(Cc1ccccc1)N1CCN(Cc2ccc3c(c2)OCO3)CC1 | 4 | 93 | 89 | -1% | 26 | 53 | 12% | -26 | 53
CCOc1ccc(OCCN2C(=O)NC(Cc3c[nH]c4ccccc34)C2=O)cc1 (configuration not stated) | -21 | 70 | 91 | -2% | 6 | 98 | -87% | -6 | 98
N#Cc1c(-c2ccccc2)ccn(Cc2ccc(Cl)cc2)c1=O | / | / | / | 4% | 10 | 158 | 20% | -10 | 158
CC1Cc2ccccc2N1C(=O)C1CCN(S(=O)(=O)c2cccs2)CC1 (configuration not stated) | -4 | 87 | 91 | -3% | -1 | 112 | -5% | 1 | 112
COc1ccc(N2C3=C(CC4=C2CCCC4=O)C(=O)CCC3)cc1 | 12 | 89 | 76 | / | -5 | 158 | / | 5 | 158
CCOc1ccc(-n2c(=O)[nH]cc(C(=O)N3CCc4ccccc43)c2=O)cc1 | 9 | 94 | 85 | -9% | 22 | 75 | -13% | -22 | 75
COc1ccc2c(C)cc(SCC#N)nc2c1 | 6 | 78 | 71 | -35% | 1 | 174 | 0% | -1 | 174
Nc1ccccc1C(=O)N(Cc1ccccc1)Cc1ccccc1 | 17 | 87 | 70 | / | 2 | 105 | / | -2 | 105
CCOC(=O)N1CCC(NC(=O)Cn2cc3c(n2)CCCC3)CC1 | 6 | 98 | 92 | 1% | / | / | -2% | / | /
Cc1cccc(-n2c(N)cc(=O)nc2SCC(=O)Nc2nnc(CC(C)C)s2)c1 | -2 | 119 | 121 | 6% | -1 | 168 | -25% | 1 | 168
N/C(=N\OC(=O)Oc1ccccc1)c1ccc(Br)cc1 | 1 | 88 | 87 | -3% | 8 | 95 | 20% | -8 | 95
CS(=O)(=O)N(CC(=O)N1CCc2ccccc2C1)c1ccc2c(c1)OCO2 | -1 | 90 | 90 | 0% | 4 | 109 | -68% | -4 | 109

Ordered by molar mass (descending): three of the compounds above
SMILES | MRP resist rev | MRP resist rev cytotoxicity | MRP resist rev with doxorubicin | Bcl-B displacement | NFkB transloc pot | NFkB transloc pot cell count 2 µM | PLAP inhibitors HTS | NFkB transloc inh | NFkB transloc inh cell count 2 µM
CCOc1ccc(OCCN2C(=O)NC(Cc3c[nH]c4ccccc34)C2=O)cc1 (configuration not stated) | -21 | 70 | 91 | -2% | 6 | 98 | -87% | -6 | 98
CCOC(=O)N1CCC(NC(=O)Cn2cc3c(n2)CCCC3)CC1 | 6 | 98 | 92 | 1% | / | / | -2% | / | /
Nc1ccccc1C(=O)N(Cc1ccccc1)Cc1ccccc1 | 17 | 87 | 70 | / | 2 | 105 | / | -2 | 105

Additional structures
SMILES | MRP resist rev | MRP resist rev cytotoxicity | MRP resist rev with doxorubicin | Bcl-B displacement | NFkB transloc pot | NFkB transloc pot cell count 2 µM | PLAP inhibitors HTS | NFkB transloc inh | NFkB transloc inh cell count 2 µM
O=C1C2C(C(=O)N1c1ccc3c(c1)OCO3)C1C=CC2C12CC2 (configuration not stated) | -5 | 100 | 105 | / | 15 | 177 | / | -15 | 177
CCC(NS(=O)(=O)c1c(C)[nH]c(=O)[nH]c1=O)C12CC3CC(CC(C3)C1)C2 (configuration not stated) | 5 | 94 | 88 | -4% | / | / | 44% | / | /
Cc1cc(NC(=O)CSc2nnnn2C2CCCC2)no1 | 10 | 90 | 81 | 1% | 5 | 129 | -36% | -5 | 129
CC(=O)Nc1nc(-c2ccc(Br)s2)cs1 | 4 | 93 | 89 | -8% | 15 | 183 | 47% | -15 | 183
Cc1ccc(NC(=O)Cn2c(C)cc(C)c(C#N)c2=O)c(Cl)c1 | -20 | 90 | 110 | 4% | / | / | 16% | / | /
CCOC(=O)c1nnn(-c2nonc2N)c1CSc1ccccc1 | -2 | 90 | 92 | -2% | 10 | 191 | 24% | -10 | 191
CCn1cnc2c1c(=O)n(Cc1nnc3n1-c1ccccc1SC3)c(=O)n2Cc1ccccc1 | 24 | 104 | 80 | -3% | 1 | 162 | -51% | -1 | 162
O=C(NCc1ccco1)c1ccc(COc2ccccc2Cl)cc1 | / | / | / | 3% | -3 | 105 | -5% | 3 | 105
CCNc1nnc(-c2ccccc2OC)s1 | 24 | 99 | 75 | 1% | 2 | 166 | 20% | -2 | 166
O=C(Cc1ccccc1[N+](=O)[O-])NCc1ccccc1Cl | / | / | / | -2% | 6 | 189 | -1% | -6 | 189
Cc1nn(C(=O)c2ccco2)c(C)c1Sc1ccc(Br)cc1 | / | / | / | 6% | 6 | 139 | -1% | -6 | 139
O=C(CN1C(=O)COc2ccccc21)Nc1ccc2c(c1)OCCO2 | -5 | 82 | 87 | 9% | / | / | -9% | / | /

Three of the entries above in order of the NFkB transloc pot cell count 2 µM value, ascending:
mol | NFkB transloc pot cell count 2 µM
O=C(NCc1ccco1)c1ccc(COc2ccccc2Cl)cc1 | 105
CCn1cnc2c1c(=O)n(Cc1nnc3n1-c1ccccc1SC3)c(=O)n2Cc1ccccc1 | 162
CCOC(=O)c1nnn(-c2nonc2N)c1CSc1ccccc1 | 191

Continuation.
SMILES | MRP resist rev | MRP resist rev cytotoxicity | MRP resist rev with doxorubicin | Bcl-B displacement | NFkB transloc pot | NFkB transloc pot cell count 2 µM | PLAP inhibitors HTS | NFkB transloc inh | NFkB transloc inh cell count 2 µM
CCOC(=O)c1[nH]c2ccc(OC)cc2c1NC(=O)NC(C)C | 5 | 89 | 83 | 3% | 1 | 177 | 10% | -1 | 177
Cc1ccc(N2CC(C(=O)NCCc3ccc(S(N)(=O)=O)cc3)CC2=O)cc1 (configuration not stated) | -2 | 94 | 95 | 2% | -3 | 158 | -18% | 3 | 158
N#CC1=C2SCC(O)(c3ccccc3)N2C(=O)CC1c1ccccc1 (configuration not stated) | -24 | 24 | 49 | -11% | 21 | 110 | -23% | -22 | 110
COc1ccccc1OCC(=O)Nc1cccc(C(=O)N2CCOCC2)c1 | 20 | 100 | 80 | 6% | 0 | 101 | -40% | 0 | 101
CCOc1ccc(-n2nnnc2SCC(=O)c2ccccc2)cc1 | -28 | 69 | 97 | -7% | 1 | 105 | 10% | -1 | 105
CCC(C(=O)Nc1ncn[nH]1)(C(F)(F)F)C(F)(F)F | / | / | / | -3% | 14 | 116 | -11% | -14 | 116
CCOC(=O)c1c(C)[nH]c(N=Nc2ccc(C)cc2C)c1C | 22 | 94 | 72 | -8% | 3 | 168 | -5% | -3 | 168
CCc1ccccc1NC(=O)CCc1nc(-c2ccc(C)cc2)no1 | 2 | 91 | 89 | -9% | -3 | 141 | 1% | 3 | 141
C=CCn1c(-c2ccoc2)n[nH]c1=S | -31 | 80 | 111 | -7% | -1 | 101 | 24% | 1 | 101
Cc1ccc(N=Cc2cccc(O)c2O)c(C)c1 | / | / | / | -4% | -4 | 198 | 2% | 4 | 198
